TRHR enhancer – TRH receptor (human) allosteric enhancement; P34981; TRHR cells, fluo-8 calcium fluorescence, EC20 TRH enhancement; enhancement, % at 2 µM; 360,000 tested, 0.66% active; in the data active = enhancement above about 30%; note: 0% is about no effect
Target sequence (P34981 whole entry, looked up): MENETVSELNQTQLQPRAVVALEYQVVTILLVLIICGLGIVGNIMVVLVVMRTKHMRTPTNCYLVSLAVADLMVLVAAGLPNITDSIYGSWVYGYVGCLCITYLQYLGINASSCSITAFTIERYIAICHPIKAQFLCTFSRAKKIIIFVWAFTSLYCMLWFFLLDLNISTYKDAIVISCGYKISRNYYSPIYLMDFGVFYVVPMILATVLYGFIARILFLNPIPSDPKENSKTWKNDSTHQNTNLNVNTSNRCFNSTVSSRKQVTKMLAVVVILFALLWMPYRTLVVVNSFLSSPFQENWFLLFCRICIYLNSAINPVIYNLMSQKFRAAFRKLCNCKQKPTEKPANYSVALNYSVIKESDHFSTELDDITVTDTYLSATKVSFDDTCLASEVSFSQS
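Enhancer read-out: after compound pinning and an initial kinetic agonist-mode read, an EC20 of TRH (10 nM final) was injected and fluo-8 calcium signal (Ex 480/Em 530) followed at 1 s/cycle for 100 cycles in TRHR-expressing cells.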
Apoferritin bind – candidate novel general anesthetic via apoferritin binding; P02791; apoferritin/1-aminoanthracene competitive binding, fluorescence; Potency, µM (titrated, usually from 77.5 µM), for inactives: at the highest dose activity change, negative = displacement, usual class: inhibitors; 350,000 tested, 0.074% active; AID 485281; note: potency is the fitted concentration of half-maximal effect; % is set by controls: 0 for no effect and ±100 for the full control effect; nearly all actives have a fitted effect of over 20% in size
Target sequence (P02791 2-175 limits assumed): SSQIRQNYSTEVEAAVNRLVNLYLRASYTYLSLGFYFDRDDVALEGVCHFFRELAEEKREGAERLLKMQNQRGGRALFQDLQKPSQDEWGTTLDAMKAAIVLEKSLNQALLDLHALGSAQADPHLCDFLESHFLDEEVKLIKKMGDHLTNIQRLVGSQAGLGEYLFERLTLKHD
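Apoferritin-based anesthetic binding model; compound displacement of fluorescent 1-AMA measured as endpoint fluorescence after 10 minutes at room temperature, scaled to free-ligand and complex controls.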
D1 potentiator – enhances dopamine response at the human D1 receptor; 360,000 tested, 0.036% active; AID 504651; HEK293 TREx D1 cells, calcium flux, dopamine EC20 potentiation; P21728; potentiation, % at 10 µM; in the data active = potentiation above about 30%; note: 0% is about no effect
Target sequence (P21728 whole entry, looked up): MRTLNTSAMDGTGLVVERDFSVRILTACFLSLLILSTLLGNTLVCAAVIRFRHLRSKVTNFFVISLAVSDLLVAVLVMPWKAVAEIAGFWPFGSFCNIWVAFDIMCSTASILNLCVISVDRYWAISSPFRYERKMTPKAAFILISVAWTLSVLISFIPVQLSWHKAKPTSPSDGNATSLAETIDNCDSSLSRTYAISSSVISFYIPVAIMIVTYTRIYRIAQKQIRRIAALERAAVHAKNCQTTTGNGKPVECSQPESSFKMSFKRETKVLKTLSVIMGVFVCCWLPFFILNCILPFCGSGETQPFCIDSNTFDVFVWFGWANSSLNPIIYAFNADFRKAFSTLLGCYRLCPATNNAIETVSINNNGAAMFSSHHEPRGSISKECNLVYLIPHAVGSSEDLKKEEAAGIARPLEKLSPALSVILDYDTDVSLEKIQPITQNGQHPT
RXFP1 ag – RXFP1 (human) receptor agonism | Q9HBX9 | HEK293T-RXFP1 cAMP TR-FRET, 30 min; response scale: percent of porcine relaxin response, buffer zero | Potency, µM (titrated, usually from 57.5 µM), for the others: at the top dose activation, actives largely listed as activators | 370,000 tested, 0.3% active | AID 2676; note: potency is the fitted concentration of half-maximal effect; % is set by controls: 0 for no effect and ±100 for the full control effect; nearly all actives have a fitted effect of over 60% in size; many of its hits are not listed in these tables
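HEK293 cells stably expressing RXFP1, treated 30 min at 37C with compounds plus PDE4 inhibitor Ro 20174; cAMP measured by HTRF TR-FRET. Normalized to buffer and 29 nM porcine relaxin; EC50 by Hill fit.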
RXFP1 antag – antagonists of human relaxin receptor RXFP1; 350,000 tested, 0.59% active; activity change, negative = inhibition, % at 57.5 µM; AID 1259400; HEK293-RXFP1, relaxin-stimulated cAMP HTRF, 30 min; active compounds read low;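 active = activity change of -60% or lower, but not beyond a set lower limit; inconclusive = change between -60% and -40%, or beyond the set limit; inactive = change above -40%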; note: % is set by controls: 0 for no effect and ±100 for the full control effect
D1 antagonist – blocks dopamine activation of the human D1 receptor | P21728 | 360,000 tested, 3.2% active | HEK293 TREx D1 cells, calcium flux, dopamine EC80; active compounds read low | activity change, negative = inhibition, % at 10 µM; in the data active = activity change below about -30%; note: % is set by controls: 0 for no effect and ±100 for the full control effect
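Calcium flux readout: force-coupled, inducible Hek293 Trex D1 line, cells induced overnight at 30 C with tetracycline, dye-loaded 30–90 min at RT. Antagonism scored against EC80 dopamine challenge given 180 s after compound.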
TRHR ag – TRH receptor (human) agonism. activation, % at 2 µM. 360,000 tested, 0.18% active. AID 493084. TRHR cells, calcium flux fluo-8, FDSS agonist mode; in the data active = activation above about 30%; note: 0% is about no effect
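In this calcium-flux screen, cells bearing human TRHR are dye-loaded with fluo-8, baselined for 10 cycles, then exposed to library compounds; positive kinetic calcium responses during the agonist phase mark hits, with TRH as control.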
D2 PAM – positive allosteric modulators of human D2 dopamine receptor. HEK293 T-REx D2, calcium flux, EC20 dopamine potentiation. potentiation, % at 10 µM. P14416. 340,000 tested, 0.34% active;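 active = potentiation over 3 SD above the plate norm, cut at about 30% in these data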; note: 0% is about no effect
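Using a no-wash calcium dye in inducible, force-coupled HEK293 Trex cells expressing D2, we tracked fluorescence each second for 180 s after compound, then for 180 s after EC20 dopamine to detect augmented signalling.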
D1 ag – agonists of human D1 dopamine receptor. AID 504660. activation, % at 2 µM. HEK293 T-REx D1 cells, calcium flux, agonist mode. 360,000 tested, 1% active; in the data active = activation above about 30%; note: 0% is about no effect
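Agonism was scored from calcium flux recorded over 180 s (1 read/s) after pintool compound addition, following a 10-cycle baseline. Cells were inducible force-coupled HEK293 TREx D1, plated overnight at 30 C and loaded with no-wash calcium dye.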
Numbers without * were called inactive; u = inconclusive; x = no result given; & = joins results of further samples; [ ] = dose if it differs, or a comment. Unless noted, calls come from the whole dose curve; as a rule, active = well fitted curve in the direction sought with a large enough effect; inconclusive = small, poorly fitted or top-dose-only effect, or another doubt; inactive = no such curve, though single readings can be large; an effect the other way counts as inactive or inconclusive. Only part of the results is shown. The share of hits here may be higher or lower than overall.

SMILES	TRHR enhancer	Apoferritin bind	D1 potentiator	RXFP1 ag	RXFP1 antag	D1 antagonist	TRHR ag	D2 PAM	D1 ag
O=C(NCc1nc(-c2ccc(Cl)cc2)no1)c1ccco1	14	-13%	-2	2.3%	-31	-7	0.2	12	0
CC(C)(C)C(=O)OC/C(N)=N/OC(=O)c1ccc(Cl)cc1	-5	-13%	-3	0.5%	-19	-43*	-0.4	1	7
Cc1ccccc1C=O	-7	x	-2	-0.7%	x	x	0.4	2	1
O=C1C2CC=C(Cl)CC2C(=O)N1CCC[n+]1cccc2ccccc21 (centres undefined)	2	-4%	3	0.9%	-14	3	-0.1	-7	1
O=C(C1COc2ccccc2O1)N1CCN(Cc2ccccc2)CC1 (centres undefined)	-11	-6%	-14	-0.5%	-7	-7	0.0	7	-1
Nc1nc2ccc(Cl)cc2c2nc(-c3ccco3)nn12	-1	2%	-2	0.2%	x	-10	0.2	-2	4
O=C(COc1cccc2cccnc12)NNC(=O)Nc1ccccc1	-5	-13%	-8	-0.2%	-3	x	-0.1	-16	0
CCn1cc(CCC(=O)NCCc2ccccc2)c2ccccc21	-4	-5%	5	0.5%	-20	-6	-1.2	0	0
O=C(N/N=C/c1cc2c(cc1[N+](=O)[O-])OCO2)c1cccnc1	-2	-3%	3	-0.4%	-3	-7	-0.1	1	2
CCn1cc(C(=O)NCCCOC(C)C)c(=O)c2cc(S(=O)(=O)N3CCCC3)ccc21	1	-11%	2	-1.3%	-10	18	-0.1	1	2
CCCCNC(=O)C(CC)Sc1nnc(-c2ccc(OC)c(OC)c2)c(-c2ccc(OC)c(OC)c2)n1 (centres undefined)	-5	-15%	-1	0.5%	-23	-15	-1.0	-3	1
CCOC(=O)N1CCN(S(=O)(=O)c2c(C)cc(C)cc2C)CC1	-6	-15%	-2	1.1%	-4	11	-0.3	3	2

Single records (already shown). Order of screens: TRHR enhancer, Apoferritin bind, D1 potentiator, RXFP1 ag, RXFP1 antag, D1 antagonist, TRHR ag, D2 PAM, D1 ag
O=C1C2CC=C(Cl)CC2C(=O)N1CCC[n+]1cccc2ccccc21 (centres undefined) is listed with 2, -4%, 3, 0.9%, -14, 3, -0.1, -7, 1
CCn1cc(CCC(=O)NCCc2ccccc2)c2ccccc21 is listed with -4, -5%, 5, 0.5%, -20, -6, -1.2, 0, 0
O=C(C1COc2ccccc2O1)N1CCN(Cc2ccccc2)CC1 (centres undefined) is listed with -11, -6%, -14, -0.5%, -7, -7, 0.0, 7, -1
O=C(COc1cccc2cccnc12)NNC(=O)Nc1ccccc1 is listed with -5, -13%, -8, -0.2%, -3, x, -0.1, -16, 0
O=C(N/N=C/c1cc2c(cc1[N+](=O)[O-])OCO2)c1cccnc1 is listed with -2, -3%, 3, -0.4%, -3, -7, -0.1, 1, 2

Carrying on:
SMILES	TRHR enhancer	Apoferritin bind	D1 potentiator	RXFP1 ag	RXFP1 antag	D1 antagonist	TRHR ag	D2 PAM	D1 ag
CCOC(=O)CCc1c(C)nc(SCCCn2c(=O)[nH]c3ccccc32)c(C#N)c1C	-3	-12%	-1	4.3%	u	6	-0.7	6	-3
Cc1ccc(OCC(=O)Nc2ccc(S(=O)(=O)N3CCOCC3)cc2)c([N+](=O)[O-])n1	5	-16%	0	0.3%	-6	-7	0.3	4	1
O=C(COC(=O)c1cccc(NS(=O)(=O)c2ccc(F)c(F)c2)c1)NC(=O)NC1CCCCC1	-5	u	-7	0.2%	-10	-2	0.1	-4	0
O=C(Cn1cnc(S(=O)(=O)N2CCCCC2)c1)Nc1ccc(OC(F)(F)F)cc1	-2	-5%	-1	0.4%	9	-6	0.4	7	3
COCCN1CCC(CNCc2cn(-c3cc(C)ccc3C)nc2-c2ccccc2)C1 (centres undefined)	2	-23%	-6	2.2%	-7	-9	1.5	6	10
COc1ccc(C(=O)Nc2ccccc2N2CCOCC2)cc1S(=O)(=O)N1CCOCC1	10	x	-4	0.1%	5	-1	0.3	5	1
O=[N+]([O-])c1ccc(NCc2ccc(Cl)cc2)nc1	-4	-19%	-5	-0.1%	-19	-14	-2.0	-7	2
COc1cccc(-n2c(SCC(=O)N3CCOCC3)nnc2-c2c[nH]c3ccccc23)c1	6	-16%	x	0.3%	2	8	0.0	18	2
Cc1ccc(NC(=O)COc2ccc(/C=N\NC(=O)c3cccnc3)cc2)cc1C	-5	-16%	-6	-0.6%	-2	-21	-1.3	13	1
O=C(O)CSc1c2c(nc3cc(C(=O)Nc4cccc(C(F)(F)F)c4)ccc13)CCCC2	5	-1%	-2	-1.6%	2	-4	-0.8	0	4
COc1ccc(NC(=O)c2ccccc2NC(=O)C2CC=CCC2C(=O)O)cc1 (centres undefined)	-4	-2%	-3	1.8%	-11	-11	0.4	12	3
CC(OC(=O)c1nn(C(C)C)c(=O)c2ccccc12)C(=O)Nc1ncc(Cl)cc1Cl (centres undefined)	-6	1%	2	0.1%	-6	-4	-0.7	0	-2

Some of these compounds in order of the Apoferritin bind value, falling:
Molecule	Apoferritin bind
CC(OC(=O)c1nn(C(C)C)c(=O)c2ccccc12)C(=O)Nc1ncc(Cl)cc1Cl (centres undefined)	1%
Cc1ccc(OCC(=O)Nc2ccc(S(=O)(=O)N3CCOCC3)cc2)c([N+](=O)[O-])n1	-16%
COCCN1CCC(CNCc2cn(-c3cc(C)ccc3C)nc2-c2ccccc2)C1 (centres undefined)	-23%

(more compounds)
SMILES	TRHR enhancer	Apoferritin bind	D1 potentiator	RXFP1 ag	RXFP1 antag	D1 antagonist	TRHR ag	D2 PAM	D1 ag
O=C1CSC(c2cccc(F)c2)N1c1ccccc1 (centres undefined)	4	1%	-2	3.5%	-6	-4	0.2	6	1
Cc1cccc(OCc2n[nH]c(=S)o2)c1C	1	-17%	-4	0.3%	-11	-5	-0.2	6	3
Cc1ccc(-c2cc(C(=O)Nc3sc4c(c3C(=O)NCc3ccco3)CCC4)[nH]n2)c(O)c1	-2	0%	-7	3.0%	14	-2	0.6	3	4
O=C(Nc1ccc(Cl)cn1)c1cnn2cccnc12	-4	-8%	-4	13%	-7	-10	0.2	-7	1
Oc1ccc(/C=C/c2nc(-c3ccccc3O)n(-c3ccccc3)n2)cc1	-4	-13%	-2	1.0%	-34	28	0.0	-7	5
CCc1ccc(NC(=O)N2CCN(c3nnc(C)c4c(C)n(-c5ccc(Cl)cc5)nc34)CC2)cc1	-2	53%[activator]	7	-4.2%	-9	-8	-0.4	0	4
O=C1CCCN1S(=O)(=O)c1ccccc1	3	-4%	-5	-0.5%	16	x	0.5	5	-1
O=C(COC(=O)CSc1ccc(F)cc1)NCc1ccco1	-5	x	x	-0.5%	-3	9	0.0	12	8
CCCNC(=O)c1ccccc1NC(=O)c1cccc(-n2cnnn2)c1	6	x	-8	1.6%	12	11	-0.2	-8	1
CC(C)CN1CCC(=O)N(CCN=[N+]=[N-])CC1	-4	0%	5	2.3%	x	-11	0.1	8	2
O=S(=O)(NCc1cn2ccccc2n1)c1cc(F)ccc1F	5	-10%	5	-0.3%	-9	8	0.1	0	-1
CCOc1ccc(NC(=O)CC2C(=O)N(c3ccccc3)C(=O)N2CCc2cccs2)cc1 (centres undefined)	-4&-6	-11%&-8%	-2&-2	0.6%&0.2%	-6	-7&-8	-0.4&0.0	-2&3	-1&2
O=C(NCCCCc1ccccc1)C12CN(Cc3ccccc3)CC1C(c1cccc([N+](=O)[O-])c1)=NO2 (centres undefined)	-1	-5%	1	1.6%	x	14	0.3	x	13
[2H]C(CCOS(N)(=O)=O)c1ccc(C(C)(C)C)cc1 (centres undefined)	-4	u	-3	-1.1%	x	7	-0.6	-5	1
O=C1CCCC2=C1C(c1ccccc1)CC(=O)N2c1ccccc1 (centres undefined)	4	-12%	-2	1.7%	-4	-8	0.0	-4	2
O=C(Nc1ccccc1N1CCN(c2ccccc2)CC1)C12CC3CC(CC(C3)C1)C2	3	6%	2	-1.3%	-9	-10	-0.5	32*	-2
CCCCN1CCCCC1C(=O)Nc1c(C)cccc1C (centres undefined)	-10	-1%	0	1.8%	x	27	-0.3	7	-1
CCCC1Cc2nc(N3CCCCC3)c(C#N)cc2CO1 (centres undefined)	12	-9%	-1	2.7%	-15	-16	-0.3	x	3
CC(C)n1c(=N)c(C(=O)NC2CCCCC2)cc2c(=O)n3ccccc3nc21	-3	14%	-1	4.7%	-6	5	-0.5	5	1
O=C(OCCc1cc2ccccc2c(=O)o1)c1ccccc1C(F)(F)F	3	x	-5	0.8%	x	x	-0.7	-12	9
COCCC(=O)N1CCC(Oc2ccc(C(=O)NC3CCOC(C)(C)C3)cc2)CC1 (centres undefined)	5	-2%	1	-3.2%	7	-15	0.3	13	4
COc1cc(/C=C2\SC(=S)N(c3cccnc3)C2=O)ccc1O	6	-10%	-6	0.0%	-1	-6	-1.2	7	30
COCCNc1nnc(SC(C)C(=O)Nc2ccc(-c3nc4ccc(C)cc4s3)cc2)s1 (centres undefined)	6	-22%	7	-0.9%	-13	-1	0.6	-3	10
COc1ccccc1S(=O)(=O)Nc1ccc(S(=O)(=O)Nc2nccs2)cc1	-5	x	-11	0.3%	6	2	0.5	4	1
CCCCCC(=O)NNC(=O)c1c(O)c2ccccc2n(CC)c1=O	-4	-15%	-5	0.2%	-34	-28	-0.8	-4	0
CCc1nnc(NC(=O)c2ccc(OC)cc2OC)s1	2	5%	-3	3.3%	17	-30*	0.3	x	3
COc1ccccc1OCCn1c(NC(=O)c2ccccc2Cl)nc2ccccc21	7	5%	-1	-0.8%	-10	-4	0.1	-11	-1
Cc1ccc(N2C(=O)c3ccccc3C2=O)cc1	6	-14%	-11	0.8%	-7	-23	-0.1	8	-1

Screening data deposited in PubChem by National Center for Advancing Translational Sciences (NCATS).
